Screening results: PubChem BioAssay, National Center for Advancing Translational Sciences (NCATS)
RGS4 inh: human RGS4 inhibition; Transcreener GDP fluorescence polarization, RGS4-accelerated GTP hydrolysis; Potency, µM (doses to about 114 µM), for the others: at the highest dose activity change, negative = inhibition, usual class: inhibitors; 390,000 tested, 0.039% active; P49798; note: potency is the fitted concentration of half-maximal effect; % is set by controls: 0 for no effect and ±100 for the full control effect; nearly all actives have a fitted effect of over 75% in size; some results filed as inactive show a strong effect at the top dose
Target sequence (P49798 whole entry, looked up): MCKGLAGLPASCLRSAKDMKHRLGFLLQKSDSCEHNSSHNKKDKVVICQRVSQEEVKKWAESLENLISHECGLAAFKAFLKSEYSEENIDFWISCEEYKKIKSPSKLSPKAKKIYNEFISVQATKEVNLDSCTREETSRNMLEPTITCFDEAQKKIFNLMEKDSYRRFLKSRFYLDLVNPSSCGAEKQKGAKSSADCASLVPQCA
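MLSMR compounds (23 nl, pin-transferred) preincubated 10 min at room temperature with a 500nM (2x) first reagent, then RGS4 at 900nM (2x) plus Transcreener GDP mix added; fluorescence polarization (620/688 nm) read before and after 90 min at 30 °C.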
GRP78 ERSR act: ER stress response induction in glioma; Potency, µM, without a hit: top-dose activation, actives largely listed as activators; 420,000 tested, 0.02% active; U87-MG GRP78 promoter luciferase reporter, 16 h; note: potency is the fitted concentration of half-maximal effect; series mostly up to about 76 µM; % of control where 0% means no effect; nearly all actives have a fitted effect of over 35% in size
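Stably transfected U87-MG human glioma cells carrying a GRP78-based luminescent sensor were seeded at 1000 cells/well, pin-dosed with compounds and incubated 16 h. Luciferase reagent was then added, and end-point luminescence was read after 10 min at room temperature.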
Vif-A3G inh: inhibitors of Vif-APOBEC3G interaction | 410,000 tested, 0.076% active | AID 602310 | Potency, µM (doses to about 46.1 µM), for the others: at the top dose activity, negative = active, hits mostly inhibitors | HeLa A3G-eYFP + Vif (tagged APOBEC3G with the HIV-1 protein that degrades it), YFP fluorescence, overnight;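 note: potency is the fitted concentration of half-maximal effect; % is set by controls: 0 for no effect and ±100 for the full control effect; nearly all actives have a fitted effect of over 60% in size; hits raise eYFP signal because A3G escapes Vif-driven loss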
Target sequence (Q9HC16 whole entry, looked up): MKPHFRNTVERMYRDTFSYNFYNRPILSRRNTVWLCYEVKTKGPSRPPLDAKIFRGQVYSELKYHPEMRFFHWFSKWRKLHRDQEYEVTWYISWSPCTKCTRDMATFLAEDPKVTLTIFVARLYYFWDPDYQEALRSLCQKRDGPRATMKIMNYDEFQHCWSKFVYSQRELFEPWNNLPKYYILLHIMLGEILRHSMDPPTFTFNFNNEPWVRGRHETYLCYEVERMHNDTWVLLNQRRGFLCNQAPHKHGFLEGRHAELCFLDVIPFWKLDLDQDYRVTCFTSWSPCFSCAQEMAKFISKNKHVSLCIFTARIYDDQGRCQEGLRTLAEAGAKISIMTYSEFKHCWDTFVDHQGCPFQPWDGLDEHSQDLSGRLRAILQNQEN
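HeLa cells stably expressing Vif and C-terminally eYFP-tagged A3G, seeded overnight at 37 deg C, then exposed to compound by pintool overnight at 37 deg C. Rise in yellow fluorescence (Ex 488/Em 500-530, Acumen) marks blocked Vif-driven A3G degradation.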
LDHA inh: blocks human lactate dehydrogenase A; P00338; purified LDHA, NADH/diaphorase-resazurin fluorescence; active compounds read low; activity change, % (values are at about 110 or 230 µM); 480,000 tested, 0.15% active; in the data active = activity change below about -30%; inconclusive = mostly about -25% to -30%;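 note: plate controls were DMSO wells for no effect and wells without enzyme for full effect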
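Human LDH5 (2 nM) was incubated with 0.06 mM NADH and 0.2 mM pyruvate for 5 min at room temperature in Tris pH 7.4. Remaining NADH was coupled through diaphorase/resazurin, and resorufin fluorescence was read at 0 and 20 min.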
USP1-UAF1 inh: inhibitors of human USP1/UAF1 deubiquitinase; recombinant USP1/UAF1, Ub-Rhodamine cleavage fluorescence; Potency, µM (doses to about 57.1 µM), for inactives: at the highest dose activity change, negative = inhibition, most hits filed as inhibitors; 390,000 tested, 0.23% active; note: potency is the fitted concentration of half-maximal effect; % is set by controls: 0 for no effect and ±100 for the full control effect; nearly all actives have a fitted effect of over 60% in size; inactives centre near -12
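1 nM enzyme complex + cpd, 15 min RT; start with Ub-Rho 150nM final; kinetic fluorescence ex 480/em 540, 6 reads q60 s. Buffer 50mM HEPES pH 7.8, 0.5mM EDTA, 0.1 mg/ml BSA, 1mM TCEP, 0.01% Tween-20.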
IDH1 R132H inh: inhibitors of human mutant IDH1 R132H | O75874 | IDH1-R132H enzyme, NADPH consumption, diaphorase/resazurin fluorescence | Potency, µM (titrated, usually from 76.6 µM), for the others: top-dose activity change, negative = inhibition, usual class: inhibitors | 390,000 tested, 0.093% active; note: potency is the fitted concentration of half-maximal effect; % is set by controls: 0 for no effect and ±100 for the full control effect; nearly all actives have a fitted effect of over 65% in size
Target sequence (O75874 whole entry R132H, stated change not applied): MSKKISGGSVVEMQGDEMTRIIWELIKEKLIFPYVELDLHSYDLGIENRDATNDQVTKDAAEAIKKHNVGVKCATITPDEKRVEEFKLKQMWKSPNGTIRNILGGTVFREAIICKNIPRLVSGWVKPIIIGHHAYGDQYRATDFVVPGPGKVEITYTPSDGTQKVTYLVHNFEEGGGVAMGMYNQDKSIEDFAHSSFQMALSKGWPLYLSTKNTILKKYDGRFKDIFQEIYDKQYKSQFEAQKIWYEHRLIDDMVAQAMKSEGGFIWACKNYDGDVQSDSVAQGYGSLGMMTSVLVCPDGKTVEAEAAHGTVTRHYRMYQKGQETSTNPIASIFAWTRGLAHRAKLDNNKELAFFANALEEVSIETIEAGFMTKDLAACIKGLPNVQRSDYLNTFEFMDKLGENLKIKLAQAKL
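IDH1-R132H (0.5 ug/mL) preincubated 30 min with compound, then NADPH (0.016 mM) and alpha-KG (2 mM) added; 80 min at RT, pH 7.5. Remaining NADPH coupled via diaphorase/resazurin to fluorescence (540/590 nm); concentration-response curves normalized to no-enzyme control.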
Vif-A3F inh: inhibitors of Vif-A3F interaction; 390,000 tested, 0.2% active; HeLa A3F-eYFP + Vif (tagged APOBEC3F with the HIV-1 protein that degrades it), YFP fluorescence increase; Potency, µM (series often up to 46.1 µM), for inactives: at the highest dose activity, negative = active; AID 602313; note: potency is the fitted concentration of half-maximal effect; % of control where 0% means no effect; nearly all actives have a fitted effect of over 65% in size
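Fluorescence increase (Ex 488/Em 500-530) after overnight compound treatment at 37 deg C flags inhibition of Vif-driven A3F-eYFP loss in stable HeLa A3F-eYFP/Vif cells seeded overnight beforehand.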
rTrxR1 inhibitor: inhibitors of rat thioredoxin reductase 1; recombinant rTrxR1, NADPH fluorescence consumption, selenite substrate; O89049; Potency, µM (titrated, usually from 114 µM), for the others: at the top dose activity change, negative = inhibition, actives largely listed as inhibitors; 390,000 tested, 1% active; note: potency is the fitted concentration of half-maximal effect; % is set by controls: 0 for no effect and ±100 for the full control effect; nearly all actives have a fitted effect of over 65% in size
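Rat TrxR1 (90 nM in the dispensed reagent) was pre-reduced with 400 uM NADPH for 5 min at room temperature, then incubated with compound for 15 min. After 400 uM selenite was added, NADPH fluorescence (Ex 340/Em 450 nm) was followed for 8 min.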
TrxR1 substrate: rat thioredoxin reductase 1 substrate activity | O89049 | purified TrxR1 substrate turnover, NADPH consumption readout | Potency, µM (top dose mostly 114 µM), for inactives: at the highest dose activity change, negative = substrate turnover | 390,000 tested, 0.01% active; note: potency is the fitted concentration of half-maximal effect; % is set by controls: 0 for no effect and ±100 for the full control effect; nearly all actives have a fitted effect of over 50% in size
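Rat TrxR1, dispensed at 90 nM, was prereduced with 400 uM NADPH (final) for 5 min at ~22 deg C, then incubated with compound 15 min before 400 uM selenite. A first-read NADPH fluorescence drop versus no-compound background flagged substrates.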
Active calls of the source: *; & = joins results of further samples; [ ] = dose if it differs, or a comment. Unless noted, calls come from the whole dose curve; as a rule, active = well fitted curve in the direction sought with a large enough effect; inconclusive = small, poorly fitted or top-dose-only effect, or another doubt; inactive = no such curve, though single readings can be large; an effect the other way counts as inactive or inconclusive. Only part of the results is shown. The share of hits here may be higher or lower than overall.

Results for Fc1ccc(SCCc2ccncc2)cc1 ?
RGS4 inh: -7%&-11%; GRP78 ERSR act: 0%&3%; Vif-A3G inh: 0%&4%; LDHA inh: 0&1; USP1-UAF1 inh: -11%&-3%; IDH1 R132H inh: 3%&0%; Vif-A3F inh: -4%&4%; rTrxR1 inhibitor: inconclusive; TrxR1 substrate: 5%

Results for NC1=NC(=O)/C(=C/c2ccc(OCC(=O)O)cc2)S1 ?
RGS4 inh: 9%; GRP78 ERSR act: -2%; Vif-A3G inh: -1%; LDHA inh: 2; USP1-UAF1 inh: -6%; IDH1 R132H inh: -2%; Vif-A3F inh: -5%; rTrxR1 inhibitor: -5%; TrxR1 substrate: -11%

What do the screens show for `O=C(O)CCSCCCN1C(=O)c2cccc3cccc(c23)C1=O`?
RGS4 inh: 10%; GRP78 ERSR act: -4%; Vif-A3G inh: 2%; LDHA inh: -10; USP1-UAF1 inh: -13%; IDH1 R132H inh: 2%; Vif-A3F inh: -1%; rTrxR1 inhibitor: 28%; TrxR1 substrate: 1%

Results for CCC(=O)N1CCc2cc(Br)cc(S(=O)(=O)N3CCN(c4ccccc4OC)CC3)c21 ?
RGS4 inh: -4%; GRP78 ERSR act: -1%; Vif-A3G inh: -2%; LDHA inh: -8; USP1-UAF1 inh: -22%; IDH1 R132H inh: -6%; Vif-A3F inh: -8%; rTrxR1 inhibitor: 4%; TrxR1 substrate: 6%[2.29 µM]

What do the screens show for `COC(=O)C1=C(C)N(Cc2ccco2)C(=O)N[C@@H]1c1ccco1`?
RGS4 inh: -10%; GRP78 ERSR act: 2%; Vif-A3G inh: -11%; LDHA inh: -2; USP1-UAF1 inh: -37%; IDH1 R132H inh: 12%; Vif-A3F inh: -4%; rTrxR1 inhibitor: 14%[57.1 µM]; TrxR1 substrate: 8%[57.1 µM]

What do the screens show for `CC(=O)NS(=O)(=O)c1ccc(NC(=O)c2cc(-c3ccc(C)c(C)c3)nc3ccccc23)cc1`?
RGS4 inh: -37%; GRP78 ERSR act: 3%; Vif-A3G inh: -5%; LDHA inh: -8; USP1-UAF1 inh: 1%; IDH1 R132H inh: 5%; Vif-A3F inh: -4%; rTrxR1 inhibitor: 5%[57.1 µM]; TrxR1 substrate: -6%[57.1 µM]

What do the screens show for `CC(=O)c1cccc(NC(=O)CSc2ccc(-c3ccco3)nn2)c1`?
RGS4 inh: inconclusive; GRP78 ERSR act: 0%; Vif-A3G inh: 0%; LDHA inh: 4; USP1-UAF1 inh: -12%; IDH1 R132H inh: 10%; Vif-A3F inh: 5%; rTrxR1 inhibitor: 11µM*; TrxR1 substrate: -4%

What do the screens show for `CCOc1ccc(-n2c(SCc3ccc([N+](=O)[O-])cc3)nnc2-c2ccccc2)cc1`?
RGS4 inh: -48%; GRP78 ERSR act: -3%; Vif-A3G inh: 0%; LDHA inh: 2; USP1-UAF1 inh: -23%; IDH1 R132H inh: 10%; Vif-A3F inh: 3%; rTrxR1 inhibitor: -10%; TrxR1 substrate: -8%

What do the screens show for `CCc1ccc(Nc2ncc3c(n2)CC(C)(C)CC3=O)cc1`?
RGS4 inh: -5%; GRP78 ERSR act: 4%; Vif-A3G inh: -1%; LDHA inh: -10; USP1-UAF1 inh: inconclusive; IDH1 R132H inh: -6%; Vif-A3F inh: 1%; rTrxR1 inhibitor: 11%[11.4 µM]; TrxR1 substrate: -7%

Results for COc1ccc(C(=O)O/N=C/c2c(C(F)(F)F)nn(C)c2SCc2ccccc2Cl)cc1 ?
RGS4 inh: -27%; GRP78 ERSR act: inconclusive; Vif-A3G inh: -2%; LDHA inh: -3; USP1-UAF1 inh: -8%; IDH1 R132H inh: -3%; Vif-A3F inh: 7%; rTrxR1 inhibitor: 11%; TrxR1 substrate: 3%

How did Cc1cc(=O)[nH]c(SCc2nc3ccc([N+](=O)[O-])cc3[nH]2)n1 do in these assays?
RGS4 inh: -34%; GRP78 ERSR act: -1%; Vif-A3G inh: -7%; LDHA inh: -12; USP1-UAF1 inh: 1%; IDH1 R132H inh: 3%; Vif-A3F inh: 0%; rTrxR1 inhibitor: 11%[57.1 µM]; TrxR1 substrate: 2%[57.1 µM]

How did CCn1cc(S(=O)(=O)c2ccccc2)c(=O)c2cc(F)c(N3CCCCCC3)cc21 do in these assays?
RGS4 inh: 13%; GRP78 ERSR act: -1%; Vif-A3G inh: 2%; LDHA inh: -1; USP1-UAF1 inh: -16%; IDH1 R132H inh: inconclusive; Vif-A3F inh: -3%; rTrxR1 inhibitor: 71%[activator]; TrxR1 substrate: 47%[activator]

How did CCOC(=O)c1sc(NC(=O)CN2CCN(c3ccc(OC)cc3)CC2)nc1C do in these assays?
RGS4 inh: -18%; GRP78 ERSR act: 0%; Vif-A3G inh: 2%; LDHA inh: 1; USP1-UAF1 inh: 4%; IDH1 R132H inh: -10%; Vif-A3F inh: 0%; rTrxR1 inhibitor: 8%; TrxR1 substrate: -10%

Results for CCOc1ccccc1Nc1ccc2cc(S(=O)(=O)N3CCCCC3)ccc2n1 ?
RGS4 inh: 0%; GRP78 ERSR act: -4%; Vif-A3G inh: -3%; LDHA inh: 4; USP1-UAF1 inh: -16%; IDH1 R132H inh: 16%; Vif-A3F inh: 2%; rTrxR1 inhibitor: 7%[57.1 µM]; TrxR1 substrate: 0%[57.1 µM]

How did CCOc1ccc(Nc2c(S(=O)(=O)c3ccccc3)cnc3ccc(CC)cc23)cc1 do in these assays?
RGS4 inh: -18%; GRP78 ERSR act: -2%; Vif-A3G inh: 1%; LDHA inh: 3; USP1-UAF1 inh: -9%; IDH1 R132H inh: 8%; Vif-A3F inh: 5%; rTrxR1 inhibitor: 16%; TrxR1 substrate: 0%

Results for CCCCCCCC(=O)O ?
RGS4 inh: -5%; GRP78 ERSR act: -3%&-4%; Vif-A3G inh: 2%; LDHA inh: 4; USP1-UAF1 inh: -13%; IDH1 R132H inh: -9%; Vif-A3F inh: -7%; rTrxR1 inhibitor: -6%; TrxR1 substrate: -9%

How did NC(=O)c1ccc(NC(=O)CSc2nnc(-c3ccc4c(c3)OCO4)o2)cc1 do in these assays?
RGS4 inh: -16%; GRP78 ERSR act: -2%; Vif-A3G inh: -2%; LDHA inh: -7; USP1-UAF1 inh: -28%; IDH1 R132H inh: 12%; Vif-A3F inh: -2%; rTrxR1 inhibitor: 19%; TrxR1 substrate: 11%

What do the screens show for `CC1CCN(C(=O)CCc2ccc(S(=O)(=O)NC(C)(C)C)cc2)CC1`?
RGS4 inh: -4%; GRP78 ERSR act: -5%; Vif-A3G inh: -3%; LDHA inh: -7; USP1-UAF1 inh: -20%; IDH1 R132H inh: 2%; Vif-A3F inh: 0%; rTrxR1 inhibitor: 21%; TrxR1 substrate: 13%

How did CCc1ccc(NC(=S)N(CCOC)C2CCN(C(C)=O)CC2)cc1 do in these assays?
RGS4 inh: 6%; GRP78 ERSR act: -2%; Vif-A3G inh: 1%; LDHA inh: -4; USP1-UAF1 inh: -12%; IDH1 R132H inh: 3%; Vif-A3F inh: -8%; rTrxR1 inhibitor: 1%; TrxR1 substrate: -4%

Results for COC(c1ccccc1)c1nnc(CCC(=O)N2CCCCCCC2)o1 (stereo not drawn) ?
RGS4 inh: 3%; GRP78 ERSR act: -2%; Vif-A3G inh: -1%; LDHA inh: 2; USP1-UAF1 inh: -8%; IDH1 R132H inh: 0%; Vif-A3F inh: 9%; rTrxR1 inhibitor: -4%; TrxR1 substrate: 2%

Results for CCn1cc(/C=C(\NC(=O)c2ccc(OC)cc2)C(=O)N2CCOCC2)c2ccccc21 ?
RGS4 inh: 16%; GRP78 ERSR act: -3%; Vif-A3G inh: 0%; LDHA inh: 2; USP1-UAF1 inh: -4%; IDH1 R132H inh: -3%; Vif-A3F inh: -14%; rTrxR1 inhibitor: 8%; TrxR1 substrate: -10%

What do the screens show for `CC(=O)N1CCc2c(sc(NC(=O)CCS(=O)(=O)c3ccccc3)c2C#N)C1`?
RGS4 inh: -9%; GRP78 ERSR act: -7%; Vif-A3G inh: inconclusive; LDHA inh: -6; USP1-UAF1 inh: -20%; IDH1 R132H inh: 5%; Vif-A3F inh: 1%; rTrxR1 inhibitor: inconclusive; TrxR1 substrate: -13%

Results for COc1cccc(-n2c(SCC(=O)Nc3cccc(Cl)c3)nc3c(oc4ccccc43)c2=O)c1 ?
RGS4 inh: -13%; GRP78 ERSR act: 1%; Vif-A3G inh: 3%; LDHA inh: -14; USP1-UAF1 inh: -23%; IDH1 R132H inh: 13%; Vif-A3F inh: 6%; rTrxR1 inhibitor: 23%; TrxR1 substrate: 9%

Results for Cc1ccc2c(C)c(C(=O)N3CCC(c4nc5ccccc5s4)CC3)oc2c1C ?
RGS4 inh: 0%; GRP78 ERSR act: -3%; Vif-A3G inh: 2%; LDHA inh: 1; USP1-UAF1 inh: -16%; IDH1 R132H inh: -2%; Vif-A3F inh: -9%; rTrxR1 inhibitor: 20%; TrxR1 substrate: 0%
